PolyA inhibitor – blocks polyadenylation in yeast reporter cells; AID 1875; calls only at 12 µM; S. cerevisiae SKY197-pL101 polyadenylation reporter, beta-gal luminescence; efflux-impaired pdr1/pdr3 knockout yeast; score 100 = 6 SD above DMSO; 0.02% of 300,000 active;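 active means lowest replicate activity score at least 50, where 100 means six control SD above control mean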;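 further: yeast exposed to compound for 9 h at 30 °C; higher score means more reporter readthrough which indicates perturbed polyadenylation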
hERG rescue – compounds protecting human hERG from proarrhythmic drug block; activation (rescue from dofetilide block), less the hit threshold, % at 10 µM; Q12809; CHO-hERG, FluxOR thallium flux, dofetilide IC70 present; 0.51% of 310,000 active;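 active means activation above the mean of controls blocked by dofetilide plus 5 SD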;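 further: thallium influx through hERG after potassium depolarization seen as dye fluorescence rise; in these data hits start at about 4.7%; inactives centre near -7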
Target sequence (Q12809 whole entry, looked up): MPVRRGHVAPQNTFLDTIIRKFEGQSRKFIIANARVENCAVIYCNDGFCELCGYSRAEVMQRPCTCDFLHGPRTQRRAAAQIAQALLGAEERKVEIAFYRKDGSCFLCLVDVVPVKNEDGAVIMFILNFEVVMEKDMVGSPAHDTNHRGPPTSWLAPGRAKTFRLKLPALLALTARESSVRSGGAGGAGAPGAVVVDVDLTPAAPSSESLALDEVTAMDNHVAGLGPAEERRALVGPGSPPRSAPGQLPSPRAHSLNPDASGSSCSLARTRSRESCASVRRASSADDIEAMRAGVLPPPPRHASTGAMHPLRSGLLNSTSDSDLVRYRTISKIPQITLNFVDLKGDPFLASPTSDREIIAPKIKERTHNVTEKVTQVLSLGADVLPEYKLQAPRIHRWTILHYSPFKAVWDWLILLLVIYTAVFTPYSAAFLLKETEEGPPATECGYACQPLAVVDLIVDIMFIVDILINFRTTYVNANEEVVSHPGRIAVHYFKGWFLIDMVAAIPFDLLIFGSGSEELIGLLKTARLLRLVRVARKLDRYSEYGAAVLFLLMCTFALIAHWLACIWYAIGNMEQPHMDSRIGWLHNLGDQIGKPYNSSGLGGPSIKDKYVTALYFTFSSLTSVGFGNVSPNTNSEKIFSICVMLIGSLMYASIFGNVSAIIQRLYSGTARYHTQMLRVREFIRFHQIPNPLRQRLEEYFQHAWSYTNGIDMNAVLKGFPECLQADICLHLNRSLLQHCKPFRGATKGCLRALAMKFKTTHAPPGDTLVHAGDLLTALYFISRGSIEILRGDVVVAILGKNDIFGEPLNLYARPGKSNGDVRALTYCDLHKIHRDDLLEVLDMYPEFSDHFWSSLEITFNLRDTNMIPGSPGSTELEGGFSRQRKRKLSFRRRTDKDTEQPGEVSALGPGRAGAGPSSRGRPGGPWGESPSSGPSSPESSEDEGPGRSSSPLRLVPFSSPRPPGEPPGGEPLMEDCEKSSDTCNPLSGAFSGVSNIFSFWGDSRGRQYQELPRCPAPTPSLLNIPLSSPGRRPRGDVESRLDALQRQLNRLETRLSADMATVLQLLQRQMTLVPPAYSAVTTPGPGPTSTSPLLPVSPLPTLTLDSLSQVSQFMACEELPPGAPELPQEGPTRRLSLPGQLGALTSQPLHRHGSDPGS
TRPC4 block – blocks the mouse TRPC4 cation channel. Q9QUQ5. HEK293 TRPC4beta/mu-opioid, DAMGO-evoked Fluo4 calcium flux; active compounds read low. B-score at 10 µM. 0.39% of 300,000 active. AID 2247;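 active means B-score over 3 SD under the library average, no early fluorescence shift, positive overall ratio signal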
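Material: HEK293 cells with stable TRPC4beta plus mu-opioid receptor expression; probe or stimulus: DAMGO in two steps, submaximal then maximal; technique: Fluo4 calcium fluorescence by kinetic imaging, 5 s 1 Hz baseline; measure: integrated fluorescence ratio relative to baseline, converted to per-well B score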
DYRK1A inh – Dyrk1A (rat) kinase inhibition | Q63470 | 0.43% of 310,000 active | ADP-Glo luminescence, NFATc1 peptide | AID 504441 | inhibition, % at 12.5 µM; in the data active means inhibition above about 50%;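 further: plate controls were vehicle with enzyme for no effect and no enzyme for full effect; many of its hits are not listed in these tables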
TRPC4 potent – allosteric potentiators of mouse TRPC4 channel; Q9QUQ5; HEK293 TRPC4beta/mu-opioid, DAMGO EC20, Fluo-4 Ca2+ flux; active compounds read high; B-score at 10 µM; 0.42% of 310,000 active; AID 2227;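 active means B-score of calcium response area above 5 SD of library B-scores, with initial fluorescence ratio within 5 SD of library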;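 further: B-score of integrated fluorescence ratio over time as area under calcium response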
Platelet DG rel – platelet dense granule release activity. inhibition, %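 (compounds screened at 7.5 µM in platelet-rich plasma)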. 0.22% of 300,000 active. human platelet-rich plasma, SFLLRN dense granule ATP release, luminescence;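 active means mean replicate score, as percent of positive control, at or above 50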
TRPC4 act – opens the mouse TRPC4 cation channel; B-score at 10 µM; 0.49% of 310,000 active; HEK293 TRPC4beta/mu-opioid, Fluo4 calcium fluorescence; active compounds read high; AID 2237;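 active means B-score above 5 SD of library B-scores, and initial fluorescence ratio not above library mean plus 5 SD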;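 further: positive B-score marks a calcium rise read as TRPC4 activation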
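Assay system – TRPC4beta and mu-opioid receptor HEK293 stable cells · Measured by – Fluo4 fluorescence, kinetic · Schedule – dye loading 45 min room temperature, 110 s kinetic read · Read-out – B-scored integrated calcium fluorescence ratio · Controls – buffer and maximal DAMGO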
KCNQ1 act – potentiates or activates the human KCNQ1 potassium channel. P51787. CHO-K1 KCNQ1, thallium flux FluxOR fluorescence; active compounds read high. B-score at 10 µM. 0.35% of 310,000 active. AID 2648;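 active means fluorescence ratio B-score, a plate-corrected score, at least three library SD, with initial intensity B-score within 5 SD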
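assay system = CHO-K1 cells stably expressing KCNQ1 | medium = assay buffer, equal DMSO in all wells | timing = 37 °C overnight plating, 90-min dark dye load, 20-min compound pretreatment | measured by = kinetic FluxOR thallium fluorescence, 10-s 1-Hz baseline, 110-s post-stimulus read | measure = fluorescence change relative to baseline, converted to B score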
KCNQ1 inh – inhibitors of human KCNQ1 potassium channel | P51787 | B-score at 10 µM | 1.3% of 310,000 active | AID 2642 | CHO-K1 KCNQ1, FluxOR thallium flux fluorescence; active compounds read high;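 active means compounds whose thallium flux B-score, printed positive for inhibition, exceeds three library SD while starting fluorescence stays within three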;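 further: channel opened by potassium depolarization with thallium stimulus after 20 min compound exposure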
KCNK3 block – human KCNK3 channel inhibition, primary screen; O14649; CHO-KCNK3 thallium flux, FluxOR fluorescence; active compounds read low; B-score at 10 µM; 0.84% of 340,000 active; AID 602410;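 active means B-score under library mean minus 4 SD, starting fluorescence ratio at most library mean plus 5 SD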;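 further: more negative B-score means stronger inhibition of thallium flux through KCNK3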
KCNK9 block – blocks the human KCNK9 two-pore domain potassium channel | Q9NPC2 | HEK293 KCNK9, FluxOR thallium flux fluorescence; active compounds read low | B-score at 10 µM | 1.2% of 310,000 active | AID 488922;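 active means ratio B-score over 3 SD below the library mean, with starting fluorescence within 5 SD of its mean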;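 further: negative B-score means less thallium flux so channel inhibition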
An asterisk follows results filed as active; i = inactive; . = no result given.

Structure	Platelet DG rel	TRPC4 block	KCNQ1 inh	TRPC4 potent	TRPC4 act	PolyA inhibitor	hERG rescue	KCNQ1 act	DYRK1A inh	KCNK9 block	KCNK3 block
COc1ccc(C(=O)N2CCN(CCc3ccccc3)CC2)cc1[N+](=O)[O-]	-7.4	i	i	i	i	i	-10.0	i	.	i	i
C=CCN1C(c2cccc(C(F)(F)F)c2)=CS/C1=C(/C#N)c1nnc(N2CCOCC2)n1-c1ccccc1	-8.6	i	i	i	i	i	-16.1	i	-1.3	i	i
CC1(C)C(c2ccccn2)=[N+]([O-])C(C)(C)N1O	0.2	i	i	i	i	i	0.6	i	-2.8	i	i
CCn1c2ccccc2c2cc(/C=N/NC(=O)c3ccccc3)ccc21	-3.8	i	i	i	i	i	6.4*	i	-5.6	i	i
CN(C)C(=O)c1cnc(-c2ccccc2)nc1-c1ccccc1	6.4	i	i	i	i	i	-3.4	i	3.7	i	i
COc1ccc(-n2c(C)nc3cc(C(=O)O)ccc32)cc1	-1.5	i	i	i	i	i	-3.6	i	7.4	i	i
CC(=O)c1ccc(NC(=O)Cn2c3ccccc3c3nc(=O)cc(C)n32)cc1	3.4	i	i	i	i	i	-16.4	i	8.3	i	i
CCCCn1c(N)c(N(CCOC)C(=O)CSc2nnc(C)n2-c2ccc(OC)cc2)c(=O)[nH]c1=O	-18.3	i	i	i	i	i	-12.5	i	-6.7	i	i
CCOC(=O)c1ccccc1NC(=O)c1ccc2nccnc2c1	-11.5	i	i	i	i	i	-0.8	i	-3.7	i	i
COc1cc(/C=C2/SC(=O)N(Cc3ccccc3Cl)C2=O)ccc1OCc1ccncc1	-1.8	i	i	i	i	i	-6.7	i	9.7	i	i
C(=N\N=C\c1ccncc1)/c1ccncc1	1.3	i	i	i	i	i	-7.0	i	-24.2	i	i
NC(CO)c1cn([C@@H](CCC(=O)O)C(=O)N2CCNCC2)nn1 (some centres not stated)	-1.5	i	i	i	i	i	-5.4	i	7.1	i	i
COc1ccc(C(=O)NNC(=O)CNC(=O)C2CCCCC2)cc1	18.4	i	i	i	i	i	-6.1	i	-7.0	i	i
CCCNC(=O)c1cc(S(=O)(=O)N2CCCCC2)c[nH]1	-23.1	i	i	i	i	i	-14.0	i	1.8	i	i
COc1cccc(/C=N/Nc2ccc(Cl)nn2)c1	-3.4	i	i	i	i	i	-3.3	i	-1.8	i	i
CC(=O)Nc1ccc2nc(C3CCCCC3)[nH]c2c1	-5.2	i	i	i	i	i	-14.8	i	-37.9	i	i
O=C(CCSc1ccc(Cl)cc1)NN=C1CCCCCC1	10.4	i	i	i	i	i	-4.9	i	4.2	i	i
COc1ccc(-c2n[nH]c(=S)n2/N=C/C=C\c2ccccc2OC)cc1	-17.8	i	i	i	i	i	-10.7	i	-0.2	i	i
Cc1nnc(NC(=O)CSc2nnc3c(n2)[nH]c2ccc(Br)cc23)s1	-6.6	i	i	i	i	i	-3.5	i	-0.2	i	i
COCC(=O)N(c1ccccc1)C(C)C(=O)OC (configuration not stated)	8.7	i	i	i	i	i	-7.8	i	-0.9	i	i
O=C(Cn1nc(C(=O)O)c2ccccc2c1=O)Nc1ccc2c(c1)C(=O)c1ccccc1C2=O	1.3	i	i	i	i	i	-9.4	i	.	i	.
Cc1ccc(-n2ncc3c(NCCCOC(C)C)ncnc32)c(C)c1	-11.4	i	i	i	i	i	-6.9	i	8.4	i	i
CCn1cc(C(=O)NCc2ccco2)c(=O)c2cc(S(=O)(=O)N3CCc4ccccc4C3)ccc21	-7.0	i	i	i	i	i	-17.9	i	-4.5	i	i
O=S(=O)(NCc1ccco1)c1ccccc1Br	-0.4	i	i	i	i	i	-10.8	i	-0.3	i	i
C#CCNC(=O)C1=C[C@H](c2csc3ccccc23)[C@@H](CCCO)[C@H](OCC)O1	-4.1	i	i	i	i	i	-12.4	i	2.4	i	i
Cc1n[nH]c(C)c1C(=O)CC1(O)C(=O)N(CCc2ccccc2)c2ccc(Br)cc21 (configuration not stated)	1.2	i	i	i	i	i	-12.6	i	2.2	i	i
CCN(CC)C(=O)COc1ccc(/C(C)=N/NC(=O)c2ccccc2Br)cc1	2.5	i	i	i	i	.	-13.5	i	13.7	i	i
Cc1cccc2sc(NNC(=O)c3ccc(S(=O)(=O)N4CCCC(C)C4)cc3)nc12 (configuration not stated)	0.3	i	i	i	i	i	-13.7	i	5.5	i	i
O=C(CCN1CCCCC1c1cccnc1)NCc1ccccc1 (configuration not stated)	-2.8	i	i	i	i	i	-4.5	i	-3.4	i	i
COc1ccc(CCNC(=O)c2c(O)c3ccccc3n(C)c2=O)cc1	-4.6	i	i	i	i	i	-8.3	i	.	i	i
COc1ccc(C2N=C(c3ccccc3)NO2)cc1OC (configuration not stated)	3.1	i	i	i	i	i	-3.6	i	-0.1	i	i
Cc1ccccc1NC(=O)Cc1nnc(SCC(=O)NC2=NCCS2)n1C	-7.1	i	i	i	i	i	-12.0	i	19.3	i	i
Cc1ccc(CN2CCN(Cc3cnc(N4CCOCC4)s3)CC2CCO)cc1 (configuration not stated)	-2.4	i	i	i	i	i	-4.0	i	15.1	i	i
CCOC(=O)CC1COCCN1C(=O)c1cc(COc2ccc(F)c(F)c2)on1 (configuration not stated)	-11.0	i	i	i	i	i	-4.3	i	-1.6	i	i
Cn1cc(-c2ccccc2C(=O)O)c(=O)c2cc(Cl)ccc21	-2.6	i	i	i	i	i	-0.2	i	-4.2	i	i
O=C(NS(=O)(=O)Nc1ccccn1)c1c[nH]c2ccccc12	15.9	i	i	i	i	i	-3.5	i	1.6	i	i
CC(=O)c1ccc(CC2SC(N)=NC2=O)cc1 (configuration not stated)	-7.5	i	i	i	i	i	-6.9	i	.	i	i
Cc1c(C(=O)O)oc2c1/C(=N\O)CCC2	-1.1	i	i	i	i	i	-4.7	i	0.4	i	i
Cc1cccc(N(C)C(=O)c2cnn(-c3ccccc3)c2C)c1	3.7	i	i	i	i	i	-0.9	i	-1.0	i	i
Cc1cccc(NC(NC(=O)c2ccccc2[N+](=O)[O-])C(Cl)(Cl)Cl)c1 (configuration not stated)	-9.1	i	i	i	i	i	-7.8	i	-8.3	i	i
Cc1cnn(C(=O)c2ccccc2Br)c1	-3.3	i	i	i	i	i	-11.6	i	.	i	.
O=C(Nc1ccccc1O)c1cc2cc(Br)ccc2oc1=O	-5.2	i	i	i	i	i	-1.5	i	1.3	i	i
CC(=O)Nc1cccc(/C(C)=N/NC(=O)c2c(-c3ccccc3Cl)noc2C)c1	9.6	i	i	i	i	i	-5.9	i	9.2	i	i
O=C(CCCn1c(=S)[nH]c2ccsc2c1=O)Nc1ccc2c(c1)OCO2	1.0	i	i	i	i	i	-14.1	i	-1.9	i	i
Cc1sc(Nc2ccc([N+](=O)[O-])cc2)nc1-c1c(C)n(C)n(-c2ccccc2)c1=O	2.8	i	i	i	i	i	-12.9	i	3.8	i	i
CC1=C(C(=O)Nc2ccccc2)C(c2ccncc2)C(C#N)=C(SCC(=O)Nc2ccccc2)N1 (configuration not stated)	-2.0	i	i	i	i	i	-12.8	i	-8.3	i	i
COc1ccc(S(=O)(=O)N2CCCC(C(=O)N3CCN(C)CC3)C2)cc1C (configuration not stated)	8.0	i	i	i	i	i	-6.8	i	-1.3	i	i
O=C(Cc1ccc(Cl)cc1Cl)Nc1cccc(S(=O)(=O)Nc2ccccc2F)c1	-0.1	i	i	i	i	i	-9.0	i	3.3	i	i
COc1ccc(OC)c(C(C)NC=O)c1 (configuration not stated)	13.1	i	i	i	i	i	0.3	i	7.1	i	i
O=C(Nc1ccc(N2CCN(C(=O)c3ccccc3F)CC2)cc1)c1ncn[nH]1	-9.3	i	i	i	i	i	-4.4	i	-4.4	i	i
COC(=O)c1c(O)cc(=O)n2c1CCCCC2	-4.3	i	i	i	i	i	-14.6	i	-3.0	i	i
Cc1ccccc1C(=O)OCCCN=C1NS(=O)(=O)c2ccccc21	9.9	i	i	i	i	i	-5.1	i	6.9	i	i
COc1ccc(NC(=O)CCS(=O)(=O)c2ccc3c(c2)oc(=O)n3C)cc1	1.4	i	i	i	i	i	-4.1	i	.	i	i
O=C(Nc1ccccc1C(F)(F)F)c1cc(-c2ccccc2O)on1	-5.2	.	i	i	i	i	-4.3	i	-4.6	i	i
CC(C)(O)C#Cc1ccc(CN2CCC(CO)(CCc3ccccc3)CC2)cc1	-7.6	i	i	i	i	i	-5.5	i	6.7	i	i
O=C(Cn1c2c(sc1=O)C1c3ccccc3OCC1CS2)Nc1ccc(Cl)cc1 (configuration not stated)	0.2	i	i	i	i	i	-10.7	i	0.4	i	i
CN1CCN(CC(=O)n2c3c(c4ccccc42)CCCC3)CC1	7.0	i	i	i	i	i	-11.7	i	2.4	i	i
Cc1noc(C)c1S(=O)(=O)Nc1ccccc1Oc1ccccc1	-6.6	i	i	i	i	i	-15.7	i	-4.3	i	i
O=C(NC(=S)Nc1ccc(N2CCOCC2)cc1)c1cccc(Cl)c1	1.5	i	i	i	i	i	-5.7	i	0.5	i	i
Cc1nnc(SCC(=O)Nc2ccc(Oc3ccccc3)cc2)n1N	4.2	i	i	i	i	i	-7.5	i	2.1	i	i
O=C(CSc1nc(C2CC2)nc2sc3c(c12)CCCC3)NCc1ccco1	3.4	i	i	i	i	i	-1.6	i	.	i	i
Clc1ccc(-c2nc(Cc3ccccc3)no2)cc1	2.0	i	i	i	i	i	-3.9	i	4.1	i	i

These rows are one share of the data; rates above refer to the full screens.
